Screens deposited in PubChem BioAssay by Broad Institute.
INS-1E ATP HTS: INS-1E beta cell protection from cytokine death; INS-1E cytokine-induced death, ATP luminescence, 48 h; normalised: neutral wells 0, positive control 100; protection from cytokine-induced ATP loss, % at 10 µM; 20,000 tested, 0.1% active;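 active = mean replicate protection from cytokine-induced ATP loss at least 50% and at least 75% of replicates each reaching 50%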
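Test system: INS-1E rat cells | Quantity: 8000 cells per well | Medium: Phenol-red-free RPMI with 5% fetal bovine serum | Reagent: Cytokine cocktail of IFN-γ, TNF-α and IL-1β | Doses: One compound concentration, pin transfer | Timing: 48 h co-treatment, 10 min post-lysis read | Technique: Luminescent ATP assay (CellTiter-Glo)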
T cruzi intra: intracellular Trypanosoma cruzi inhibition; AID 651903; activity score (inhibition), % at 5.01 µM; intracellular Trypanosoma cruzi in host cells, plate reader; 22,000 tested, 4.9% active; in the data active = activity score above about 55%;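 note: parasites and compound incubated about four days before reading; 0% = median of neutral control wells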
An asterisk follows results filed as active; · = no result given.

SMILES | INS-1E ATP HTS | T cruzi intra
Cc1ccc(S(=O)(=O)N(C)C[C@H]2Oc3ccc(NC(=O)Nc4cccc5ccccc45)cc3C(=O)N([C@@H](C)CO)C[C@H]2C)cc1 | -17.8 | 32.3
Cc1ccc(S(=O)(=O)Nc2cccc3c2O[C@@H](CN(C)Cc2ccccc2)[C@@H](C)CN([C@H](C)CO)C3=O)cc1 | -9.2 | 8.2
C[C@@H]1CN([C@H](C)CO)C(=O)c2cccc(NC(=O)c3ccncc3)c2O[C@H]1CN(C)S(=O)(=O)c1cccs1 | 14.4 | -20.0
C[C@@H]1CN([C@H](C)CO)C(=O)c2cc(NC(=O)Cn3cnnn3)ccc2O[C@H]1CN(C)S(=O)(=O)c1ccc(Cl)cc1 | · | -22.3
Cc1noc(C)c1NC(=O)N(C)C[C@H]1Oc2ccc(NC(=O)Nc3ccc4c(c3)OCO4)cc2CC(=O)N([C@@H](C)CO)C[C@@H]1C | -2.5 | -8.2
C[C@H]1CN([C@@H](C)CO)C(=O)Cc2cc(NC(=O)CCC(F)(F)F)ccc2O[C@H]1CN(C)S(=O)(=O)c1ccc(Cl)cc1 | -9.7 | 30.3
C[C@@H]1CCCCO[C@@H](CN(C)C(=O)c2ccncc2)[C@@H](C)CN([C@H](C)CO)C(=O)c2cc(NC(=O)C3CCCCC3)ccc2O1 | 13.3 | -34.0
Cc1ccc(S(=O)(=O)Nc2cccc3c2O[C@@H](CN(C)S(=O)(=O)c2cccs2)[C@H](C)CN([C@H](C)CO)C3=O)cc1 | 5.1 | 34.1
Cc1ccc(S(=O)(=O)Nc2ccc3c(c2)C(=O)N([C@@H](C)CO)C[C@H](C)[C@@H](CN(C)C(=O)Nc2c(C)noc2C)O3)cc1 | 11.8 | -13.5
C[C@H](CO)N1C[C@H](C)[C@@H](CN(C)C(=O)Nc2ccccc2)Oc2c(NC(=O)c3ccc(-c4nccs4)cc3)cccc2C1=O | 6.2 | -36.3
COc1ccc(S(=O)(=O)N(C)C[C@@H]2Oc3ccc(NC(=O)Nc4ccc5c(c4)OCO5)cc3C(=O)N([C@@H](C)CO)C[C@H]2C)cc1 | -8.1 | 2.4
C[C@H](CO)N1C[C@H](C)[C@H](CN(C)S(=O)(=O)c2cccc(F)c2)OCc2cnnn2CCCC1=O | · | -10.4
Cc1ccc(S(=O)(=O)N(C)C[C@H]2Oc3ccc(NC(=O)Nc4c(C)noc4C)cc3C(=O)N([C@H](C)CO)C[C@H]2C)cc1 | 8.5 | 3.4
CNC[C@H]1Oc2ccc(NC(=O)Cn3cnnn3)cc2C(=O)N([C@H](C)CO)C[C@@H]1C | 8.4 | -6.0
C[C@@H]1CN([C@@H](C)CO)C(=O)c2cccc(NC(=O)c3nc4ccccc4s3)c2O[C@H]1CN(C)S(C)(=O)=O | 4.4 | 9.0
COc1ccc(CN(C)C[C@@H]2OCCCC[C@@H](C)Oc3ccc(NS(=O)(=O)c4ccccc4)cc3C(=O)N([C@H](C)CO)C[C@@H]2C)cc1 | 6.9 | 6.4
C[C@@H]1CN([C@@H](C)CO)C(=O)c2cc(NC(=O)NC3CCCCC3)ccc2O[C@@H]1CN(C)S(C)(=O)=O | · | -14.7
C[C@@H]1CN([C@H](C)CO)C(=O)c2cc(NC(=O)CCCN(C)C)ccc2O[C@H]1CN(C)S(=O)(=O)c1cn(C)cn1 | 5.4 | -21.7

In a second layout: results already given.
Below each compound: INS-1E ATP HTS	T cruzi intra
> C[C@H](CO)N1C[C@H](C)[C@@H](CN(C)C(=O)Nc2ccccc2)Oc2c(NC(=O)c3ccc(-c4nccs4)cc3)cccc2C1=O
  6.2	-36.3
> COc1ccc(S(=O)(=O)N(C)C[C@@H]2Oc3ccc(NC(=O)Nc4ccc5c(c4)OCO5)cc3C(=O)N([C@@H](C)CO)C[C@H]2C)cc1
  -8.1	2.4
> C[C@H](CO)N1C[C@H](C)[C@H](CN(C)S(=O)(=O)c2cccc(F)c2)OCc2cnnn2CCCC1=O
  ·	-10.4
> Cc1ccc(S(=O)(=O)N(C)C[C@H]2Oc3ccc(NC(=O)Nc4c(C)noc4C)cc3C(=O)N([C@H](C)CO)C[C@H]2C)cc1
  8.5	3.4
> CNC[C@H]1Oc2ccc(NC(=O)Cn3cnnn3)cc2C(=O)N([C@H](C)CO)C[C@@H]1C
  8.4	-6.0
> C[C@@H]1CN([C@@H](C)CO)C(=O)c2cccc(NC(=O)c3nc4ccccc4s3)c2O[C@H]1CN(C)S(C)(=O)=O
  4.4	9.0
> COc1ccc(CN(C)C[C@@H]2OCCCC[C@@H](C)Oc3ccc(NS(=O)(=O)c4ccccc4)cc3C(=O)N([C@H](C)CO)C[C@@H]2C)cc1
  6.9	6.4
> C[C@@H]1CN([C@@H](C)CO)C(=O)c2cc(NC(=O)NC3CCCCC3)ccc2O[C@@H]1CN(C)S(C)(=O)=O
  ·	-14.7
> C[C@@H]1CN([C@H](C)CO)C(=O)c2cc(NC(=O)CCCN(C)C)ccc2O[C@H]1CN(C)S(=O)(=O)c1cn(C)cn1
  5.4	-21.7

No enrichment for hits, and some 5.6% of all compounds hit somewhere here.
